# Assay outcomes from PubChem BioAssay.
# ZTA counter: counter-screen for EBNA-1 inhibitors: inhibitors of Epstein-Barr virus ZTA; ZTA-DNA binding, fluorescence polarization; inhibition, % at 11 µM; 320,000 compounds, 0.15% hits; AID 2234; in the data active means inhibition above about 33%
# EBNA-1 inhibitor: blocks EBNA-1 binding to DNA. EBNA-1 DNA binding, fluorescence polarization. inhibition, % at 14.8 µM. 300,000 compounds, 0.34% hits. AID 1950; in the data active means inhibition above about 28%
# TPT1 inhibitor: C. albicans TPT1 enzyme inhibition | recombinant caTPT1, FP RNA substrate dephosphorylation | inhibition, % at 5 µM | 300,000 compounds, 0.81% hits | AID 1962;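 active means inhibition above the mean of all tested compounds plus 3 SD, set per screening campaign, cut at about 24% in these data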;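 further: plate controls were DMSO alone for no effect and ferristatin control at 100 nM for full effect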
# PREPL inh: human PREPL enzyme inhibition | AID 2751 | Q4J6C6 | inhibition, % at 5.96 µM | recombinant PREPL, fluorescence polarization activity-based probe | 320,000 compounds, 0.68% hits; in the data active means inhibition above about 43%;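 further: 0% = enzyme with DMSO and 100% = wells lacking enzyme; many of its hits are not listed in these tables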
# Target sequence (Q4J6C6 whole entry, looked up): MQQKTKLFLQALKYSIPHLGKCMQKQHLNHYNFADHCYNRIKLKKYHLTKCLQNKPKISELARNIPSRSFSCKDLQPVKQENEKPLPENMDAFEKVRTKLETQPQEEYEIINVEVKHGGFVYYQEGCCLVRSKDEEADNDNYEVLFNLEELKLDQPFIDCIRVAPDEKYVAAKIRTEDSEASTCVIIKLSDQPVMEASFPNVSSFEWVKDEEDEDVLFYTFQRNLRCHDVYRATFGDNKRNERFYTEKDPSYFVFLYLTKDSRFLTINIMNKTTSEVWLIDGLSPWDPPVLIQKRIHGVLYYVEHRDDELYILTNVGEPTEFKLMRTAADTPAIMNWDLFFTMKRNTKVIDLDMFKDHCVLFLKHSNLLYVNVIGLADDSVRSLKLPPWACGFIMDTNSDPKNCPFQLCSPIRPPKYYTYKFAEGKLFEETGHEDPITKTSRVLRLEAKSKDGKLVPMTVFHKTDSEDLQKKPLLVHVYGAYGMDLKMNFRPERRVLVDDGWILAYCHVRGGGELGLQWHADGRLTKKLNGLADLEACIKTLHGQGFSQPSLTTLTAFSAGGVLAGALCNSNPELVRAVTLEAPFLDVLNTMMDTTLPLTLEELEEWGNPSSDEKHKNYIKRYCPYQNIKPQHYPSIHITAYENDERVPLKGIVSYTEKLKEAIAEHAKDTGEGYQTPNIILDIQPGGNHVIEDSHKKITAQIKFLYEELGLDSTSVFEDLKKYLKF
# Efflux pump mplx: antifungal efflux pump inhibition, Nile Red retention. 330,000 compounds, 0.44% hits. inhibition, % at 10 µM. S. cerevisiae Candida pump triplex. AID 485275;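 active means plate passing quality check with inhibition over a set limit, or well fluorescence over plate mean plus 4 SD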;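 further: Nile Red retained in pooled yeast measured as flow cytometry median fluorescence; 0% = buffer negative control and 100% = Enniatin B positive control; higher means more Nile Red kept so more efflux inhibition; some compounds called inactive have numbers as strong as hits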
# PP1 counter: PP1-alpha (human) inhibition in PP5 counter-screen; P62136; inhibition, % at 6.7 µM; AID 2235; 320,000 compounds, 0.9% hits; purified PP1alpha, OMFP fluorescence;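 active means inhibition above the mean inhibition of all tested compounds plus 3 SD, computed separately for each screening campaign, cut at about 15% in these data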
# Target sequence (P62136 whole entry, looked up): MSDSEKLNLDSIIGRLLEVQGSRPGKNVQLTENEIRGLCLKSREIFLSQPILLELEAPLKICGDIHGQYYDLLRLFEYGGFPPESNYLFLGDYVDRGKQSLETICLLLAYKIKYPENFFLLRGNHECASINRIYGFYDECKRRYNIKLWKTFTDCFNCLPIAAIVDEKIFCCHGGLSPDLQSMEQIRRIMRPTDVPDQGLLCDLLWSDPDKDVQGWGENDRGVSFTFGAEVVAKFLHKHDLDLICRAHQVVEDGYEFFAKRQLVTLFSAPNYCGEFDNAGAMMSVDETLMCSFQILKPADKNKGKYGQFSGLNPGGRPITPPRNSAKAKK
# CTSL1 counter: cathepsin L1 inhibition, PFM18AAP counter-screen. recombinant F. hepatica cathepsin L1, Z-Leu-Arg-MCA fluorescence. AID 1906. 300,000 compounds, 0.49% hits. inhibition, % at 5.96 µM;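 active means inhibition above the mean of all tested compounds plus 3 SD, set per screening campaign, cut at about 17% in these data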;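 further: 0% = plate median of test compound wells and 100% = 1 µM Z-Phe-Ala-diazomethylketone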
# PP5 inh: inhibitors of human protein phosphatase 5 (PP5); AID 1987; purified PP5c, OMFP substrate fluorescence; inhibition, % at 6.7 µM; P53041; 320,000 compounds, 0.18% hits;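 active means inhibition above the campaign's mean inhibition across all tested compounds plus 3 SD, cut at about 9.5% in these data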;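 further: 0% = DMSO only and 100% = 100 µM cantharidin control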
# core dimer inh: HCV core protein dimerization inhibition; TR-FRET GST/Flag-core106 dimerization, 1536-well; inhibition, % at 5 µM; 300,000 compounds, 0.33% hits; AID 1899;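 active means inhibition above the mean of all tested compounds plus 3 SD, set per screening campaign, cut at about 45% in these data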
#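 Assay system: tagged HCV core106 pair (GST and Flag); medium: KF-containing HEPES buffer, pH 7.45, DTT, CHAPS, BSA; also added: Eu donor and XL665 acceptor anti-tag antibodies; dosing: 5 µM single dose; timing: compound-protein-antibody incubation 4 h at 22.5 °C; signal: TR-FRET 671 and 617 nm emission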
# Active calls of the source: *; / = no result given; & = joins results of further samples. Not all compounds are listed (hit frequency here may not be typical).
SMILES,ZTA counter,EBNA-1 inhibitor,TPT1 inhibitor,PREPL inh,Efflux pump mplx,PP1 counter,CTSL1 counter,PP5 inh,core dimer inh
C/C(=N\OCC(=O)OCC(=O)Nc1cc(S(C)(=O)=O)ccc1Cl)c1ccc2c(c1)OCO2,7,/,/,-3,-0.1,0,/,0.7,/
O=S(=O)(O)c1ccc(N2N=C(c3ccccc3)CC2c2ccccc2)cc1 (stereo not drawn),5,6,-3,-1,-0.1,1,6,3.7,15
O=C(Nc1ccc2c(c1)Cc1ccccc1-2)c1ccncc1,-1,-4,-2,2,-3.3,-2,-3,0.9,-2
COc1ccc(NS(=O)(=O)c2ccc3[nH]c(=O)[nH]c3c2)cc1OC,-2,8,4,9,0.1,-5,-2,2.5,-8
CCCCCCC1CCC(C(=O)Nn2c(C)nc3ccccc3c2=O)CC1 (stereo not drawn),-20,-3,1,4,-0.1,2,0,2.9,-12
O=[N+]([O-])c1ccccc1/C=N/NC1=NCCN1,5,-1,-2,28,0.0,-4,-1,-1.3,-6
CC(=O)n1cc(/C=N/NC(=O)c2ccc([N+](=O)[O-])cc2)c2ccccc21,-11,-8,0,11,0.1,0,0,2.6,-14
COc1ccc([C@H]2/C=C\CN(S(=O)(=O)c3cccc4cccnc34)[C@@H](C)C(=O)N2Cc2ccc(F)cc2)cc1,7,15,-2,12,0.0,5,1,3.0,21
O=C1C2=C(c3ccccc31)[N+](=O)[C@@H]1CCCC[C@@H]1N2[O-],-7,4,0,4,0.0,-1,-2,3.3,-12
Nc1ncnc2c1nc(Sc1ccc(Cl)cc1)n2[C@@H]1O[C@@H]2COP(=O)(O)O[C@H]2[C@H]1O,1,8,0,-5,0.0,1,0,-0.9,3
CN(C)/C=C/C(=O)c1ncc(C(F)(F)F)cc1Cl,17,2,-1,4,-0.1,-7,5,-1.8,2
O=[N+]([O-])c1ccc(C=Nc2ccc(Cl)cc2Cl)s1,1,-2,1,8,0.1,0,7,1.0,-1
CS(=O)(=O)c1cccc(C(=O)OCC(=O)NCc2cccs2)c1,2,/,/,0,-0.3,-5,/,2.2,/
Cn1cc(Cl)c(C(=O)NC2CCCC2)n1,0,-1,0,3,-0.1,1,-2,-2.0,-6
COc1cc(OC)cc(-c2c(-c3cccs3)c3cc(-c4ccc5c(c4)OCO5)ccc3n2C)c1,-5,/,/,8,-0.2,-1,/,0.1,/
COc1cc2ncnc(NCc3ccco3)c2cc1OC,24,1,-1,-4,0.0,-3,-4,1.3,-3
Cc1sc2nc(CN3CCCC3)nc(NCc3ccncc3)c2c1C,-14,5,12,33,0.2,7,-3,1.5,8
COc1ccc(CN2CCNC(=O)C2CC(=O)NCCSc2nccn2C)cc1OC (stereo not drawn),-9,-14,-3,-5,0.3,-2,-1,1.7,-4
CCOc1ccc(N2CC(C(=O)N3CCN(C(=O)c4ccco4)CC3)CC2=O)cc1 (stereo not drawn),-20,-13,3,5,0.9,-1,1,0.5,-16
COc1ccc(N2CCN(C(=O)C(C)(C)Oc3ccc(Cl)cc3)CC2)cc1,-6,0,-4,-39,0.4,3,4,0.3,8
Cc1ccc(N(CC(=O)NCC2CCCO2)S(=O)(=O)c2ccccc2)c(C)c1 (stereo not drawn),-2,-10,2,9,0.5,-2,2,1.8,-11
CC(C)Sc1oc(-c2ccco2)nc1S(=O)(=O)c1ccc(F)cc1,18,8,14,-3,0.1,7,6,1.1,22
COc1cc(OC)nc(NC(=O)CS(=O)(=O)c2ccccc2)n1,-14,3,1,12,-0.1,30*,4,-0.3,-4
COc1cccc(C2=CC(c3cc(OC)ccc3OC)n3nnnc3N2)c1 (stereo not drawn),-3,-9,2,-15,0.2,-1,4,-1.2,5
Cc1ccc(/C=c2\sc3nc(-c4ccccc4Br)nn3c2=O)o1,20,1,11,3,-0.2,-3,6,2.0,32
COc1cc(C(=O)NNC(=O)CNC(=O)c2ccc(Br)o2)cc(OC)c1OC,-1,11,-1,6,-0.6,0,-5,0.3,0
CC(=O)c1ccc(OC(C)C)c(CSc2nc(O)cc(=O)[nH]2)c1,-12,-18,5,14,0.1,9,2,0.3,4
CC(C)(C)c1ccc(-c2n[nH]c(=S)n2C2CCCC2)cc1,6,-3,0,0,0.2,2,1,2.7,7
Cc1ccc(N2C(=N)/C(=C3/Nc4ccccc4S3)C(c3ccccc3)C2=O)cc1 (stereo not drawn),1,5,4,-8,0.1,4,0,-0.8,2
S=c1[nH]nc(Cn2cnc3ccccc32)n1-c1ccccc1,4,-3,-1,-5,-0.2,-3,-2,-0.5,-1
CC(C)Cn1c(-c2cccs2)nc2ccccc21,-3,6,-2,-10,-0.1,0,-1,1.5,1
CSCCC(NC(=O)c1ccco1)C(=O)O (stereo not drawn),13,1,-1,-2,-0.1,-2,0,-0.2,-2
O=C(/C=C/c1ccc(Br)cc1)NC(=S)Nc1ccc(S(=O)(=O)Nc2nccs2)cc1,-5,-7,-2,13,0.2,-1,2,-1.2,4
Cc1ccc(C)c(S(=O)(=O)NC(CCC(N)=O)C(=O)O)c1 (stereo not drawn),11,9,-5,1,-0.1,0,-5,0.4,2
O=C(O)CNS(=O)(=O)c1ccc2c(c1)Cc1cc(S(=O)(=O)NCC(=O)O)ccc1-2,10,-2,2,6,0.0,-1,-4,-1.8,11
O=C(COC(=O)c1cc([N+](=O)[O-])ccc1N1CCOCC1)NCc1ccc(Cl)cc1Cl,-10,7,0,31,-0.3,0,7,-0.6,1
C/C=C\C=C\C(=O)Nc1cccc(C2=NOC3(C2)C[C@@H](C(N)=O)N(C(=O)C(c2ccccc2)c2ccccc2)C3)c1 (stereo partly drawn),-1,7,-1,0,0.1,3,2,3.0,18
O=C(O)COc1ccc(Nc2ccccc2)cc1,0,4,-4,0,-0.1,0,2,-2.1,6
Cc1ccc(NC(=O)c2ccccc2NC(=O)c2cccnc2)cc1,-17,-15,1,-12,0.6,-3,3,0.3,2
O=C(O)c1ccc(N2C(=O)CC(N3CCN(c4cccc(Cl)c4)CC3)C2=O)cc1 (stereo not drawn),-3,-6,0,3,0.1,-9,-2,1.9,-1
COc1ccc(S(=O)(=O)N(CCc2ccccc2)CC(N)=O)cc1,13,6,-7,-11,-0.2,0,-1,0.8,0
CCCCN(CC)CCNC(=O)C1CCN(S(=O)(=O)c2cccc3nsnc23)CC1,-3,11,-7,11,0.6,-6,3,3.3,-15
O=C(NC1CCCC1)c1cccc2c1C(=O)c1ccc(Cl)cc1S2(=O)=O,1,/,/,2,0.1,-5,/,-0.8,/
CC(C)Sc1cc(N2CCOCC2)nc(-c2ccccc2)n1,-8,-3,0,-2,-0.3,0,1,2.7,-5
CN(C)C(=O)[C@H]1C[C@H]1[C@@H](O)[C@H](CO)NC(=O)[C@H](COCc1ccccc1)NC(=O)OC(C)(C)C,0,11,-4,-6,-0.2,-1,-2,1.1,-3
CN1C(=O)/C(=C/c2cccc(Cl)c2)Sc2ccc(C(=O)N3CCCC3)cc21,2,7,-3,4,0.3,-3,5,1.8,10
CCC(C)NCCOc1ccccc1C (stereo not drawn),0,-4,0,-14,0.2,5,-4,-1.5,-2
C=CCNC(=O)c1onc(CSc2cccc(OC)c2)c1C(=O)NCC=C,-3,-6,1,-7,-0.1,8,2,3.7,0
COCCCN(CCNC(=O)c1ccc(NC2=NC3CS(=O)(=O)CC3S2)cc1)Cc1ccco1 (stereo not drawn),-3,1,-2,-2,-0.2,1,-2,2.1,-3
CC(C)CNS(=O)(=O)c1ccc(S(=O)(=O)N2CCC3(CC2)OCCO3)cc1,-1,-5,-18,-1,0.1,-1,2,-1.7,0
N#C/C(=N\Nc1cccc(F)c1)C(=N)N1CCCCCC1,15,-3,-3,14,-0.1,-3,1,-0.6,-3
O=C(Nc1ccc(F)cc1)c1ccc2c(=O)n3c(nc2c1)CCCCC3,1,5,-5,-3,-0.2,-1,3,0.9,1
N#Cc1c(N)sc2c1CCN(C(=O)OCc1ccccc1)C2,-3,4,7,25,0.0,-1,4,0.6,11
O=C(O)CCC(=O)Nc1cccc(C(=O)Nc2ccc(Br)cc2)c1,1,-12,3,-8,0.5,-1,1,2.6,0
Cc1ccc(S(=O)(=O)Nc2c(C)n(C)n(-c3ccccc3)c2=O)cc1,-3&1,-13&3,-1&0,13&-3,0.5&-0.1,-2&-1,2&-2,-1.3&0.4,-2&3
Cc1ccc(OCCNS(=O)(=O)c2ccc(N3CCCC3=O)cc2)cc1,-8,7,1,-39,0.0,3,0,2.8,-7
Cc1cccc(NS(=O)(=O)c2ccc(-c3cnc(C4CC4)o3)cc2)c1,3,10,0,-17,0.2,0,1,3.5,2
CC(C)OC(=O)/C(=C/c1ccco1)c1ccccc1,-3,7,1,-7,0.0,0,8,-1.9,2
Cc1nn(CC(=O)N2CCN(c3cccc(C(F)(F)F)c3)CC2)c(=O)c2cccn12,-28,-6,-4,-6,-0.1,1,1,3.6,-14
CC1(C)CC(C(=O)NCCC(c2ccccc2)c2ccco2)CCO1 (stereo not drawn),-14,4,-2,22,-0.6,-1,10,-0.8,-6

# Profiles, quoted from the list. Values in the order: ZTA counter	EBNA-1 inhibitor	TPT1 inhibitor	PREPL inh	Efflux pump mplx	PP1 counter	CTSL1 counter	PP5 inh	core dimer inh
# `Cc1cccc(NS(=O)(=O)c2ccc(-c3cnc(C4CC4)o3)cc2)c1` across the screens: 3	10	0	-17	0.2	0	1	3.5	2
# `CC(C)CNS(=O)(=O)c1ccc(S(=O)(=O)N2CCC3(CC2)OCCO3)cc1` across the screens: -1	-5	-18	-1	0.1	-1	2	-1.7	0

# The results go on.
SMILES,ZTA counter,EBNA-1 inhibitor,TPT1 inhibitor,PREPL inh,Efflux pump mplx,PP1 counter,CTSL1 counter,PP5 inh,core dimer inh
COC(=O)c1c(C)[nH]c(C(=O)/C=C/c2ccccc2Cl)c1C,14,0,6,7,0.4,-1,-4,-1.1,2
COc1cccc(-c2cc(C(=O)N3CCN(S(=O)(=O)c4ccccc4)CC3)[nH]n2)c1,-1,-5,1,-1,0.5,-6,-2,4.8,2
CC(OC(=O)Cn1[nH]c(=O)c2ccccc2c1=O)C(=O)Nc1ccc(F)cc1 (stereo not drawn),9,-4,0,-6,0.0,0,-38,0.1,0
O=[N+]([O-])c1cc([N+](=O)[O-])c2n[nH]c(-c3ccccc3)c2c1,2,-3,-2,1,0.0,-4,-1,3.5,4
Cc1cc(C(=O)Nc2cccnc2)cs1,9,-3,-1,5,0.0,-4,1,-0.4,-1
COc1ccccc1N1CCN(C(=O)c2ccc(N(C)S(=O)(=O)c3ccccc3)cc2)CC1,-7,6,2,9,-0.1,3,-4,2.4,4
CCCC(=O)Nc1ccc(C(=O)NCCc2ccc(F)cc2)cc1,0,-11,3,-1,0.1,-1,-1,3.4,-5
COc1ccc(C(=O)N/C(=C\c2ccco2)C(=O)NCCCn2ccnc2)cc1,-13,1,-1,11,-0.1,1,5,0.8,-13
COc1cccc(NC(=O)C2CSC3(C)CCC(=O)N23)c1 (stereo not drawn),0,-2,-1,5,-0.1,0,5,-0.6,2
CCCCC(=O)Nc1nc(C)c(C(C)=O)s1,4,10,-1,-2,-0.1,-8,3,0.5,-2
CN1CCN(C(c2ccc(Br)cc2)c2cc(Cl)c3cccnc3c2O)CC1 (stereo not drawn),-6,-12,1,-2,0.3,24*,1,4.8,-8
CNC(=O)n1cc(C)c(-c2cccs2)n1,-3,-15,-4,-3,0.0,0,-3,-0.6,0

# Looked up by structure from the list above, two records:
SMILES,ZTA counter,EBNA-1 inhibitor,TPT1 inhibitor,PREPL inh,Efflux pump mplx,PP1 counter,CTSL1 counter,PP5 inh,core dimer inh
Cc1cc(C(=O)Nc2cccnc2)cs1,9,-3,-1,5,0.0,-4,1,-0.4,-1
O=[N+]([O-])c1cc([N+](=O)[O-])c2n[nH]c(-c3ccccc3)c2c1,2,-3,-2,1,0.0,-4,-1,3.5,4
